Source: PubChem (National Center for Advancing Translational Sciences (NCATS))
ERK EGF block: blocks ERK signaling stimulated by EGF. HEK293-V1b, EGF-stimulated phospho-ERK AlphaScreen. Potency, µM (series often up to 11.5 µM), without a hit: at the top dose activity change, negative = inhibition, usual class: inhibitors. 130,000 compounds, 0.41% hits. AID 1454; active = well fitted inhibition curve with a large enough effect; inconclusive = small, poorly fitted or top-dose-only effect, or effect the other way;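 also: plate controls were stimulated vehicle wells for no effect and unstimulated vehicle basal for full effect; nearly all actives have a fitted effect of over 55% in size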
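After overnight plating in 1% FBS, HEK293-V1b cells received test compound for half an hour, then a 5 min pulse of EGF (25 nM); ERK phosphorylation in lysates was read by bead-based AlphaScreen.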
* marks the source's active call; other numbers are inactive results; [ ] = dose if it differs, or a comment. Potency is read from the fitted curve at half-maximal effect.

How did CCOC(=O)c1ccc2[nH]c3c(c2c1)CCCC3O (configuration not stated) do in these assays?
ERK EGF block: 0%

Results for Cc1ccc(CN2CCN(Cc3ccc(OCCO)cc3)CC2CCO)o1 (configuration not stated) ?
ERK EGF block: 9%

How did CN1CCN(c2ccc(Cl)cc2NC(=O)c2ccc([N+](=O)[O-])cc2)CC1 do in these assays?
ERK EGF block: -15%[57.5 µM]

What do the screens show for `COc1ccccc1COCC(O)CN(Cc1ccco1)Cc1ccccc1O` (configuration not stated)?
ERK EGF block: 5%

What do the screens show for `OCCn1c(Cl)nc2ccccc21`?
ERK EGF block: 9%

What do the screens show for `CN(C)S(=O)(=O)c1ccc(NC(=O)C2CC(=O)N(Cc3ccccc3)C2)cc1` (configuration not stated)?
ERK EGF block: -6%[57.5 µM]

Results for CC(C)(C)C(=O)CSc1nc2c(c(-c3cccs3)c1C#N)CCC2 ?
ERK EGF block: inconclusive

How did CCN=C1S/C(=C\c2ccc(N3CCOCC3)cc2C)C(=O)N1CC do in these assays?
ERK EGF block: 5%

Results for CN1CCN(NC(=O)c2cc(-c3cccc(Cl)c3)nc3ccccc23)CC1 ?
ERK EGF block: -8%

Results for CC(C)C[C@H](NC(=O)c1[nH]cnc1C(=O)N[C@H](C)c1ccccc1)C(=O)OC(C)(C)C ?
ERK EGF block: inconclusive

Results for COc1cc(C(CCN2CCN(c3ccccc3)CC2)c2c(OC)cc(OC)c3ccc(=O)oc23)cc(OC)c1OC (configuration not stated) ?
ERK EGF block: -3%[57.5 µM]

What do the screens show for `Nc1n[nH]c2ccccc12`?
ERK EGF block: -6%

How did CSCCC(NC(=O)c1ccc(Cl)cc1)C(=O)OCC(=O)Nc1cc(Cl)ccc1C (configuration not stated) do in these assays?
ERK EGF block: -2%

What do the screens show for `CC(=O)c1c(C)[nH]c(C(=O)Nc2ccccc2N2CCOCC2)c1C`?
ERK EGF block: -3%

What do the screens show for `CCOc1ccc(S(=O)(=O)NN=C2CCN(C(C)=O)CC2)cc1`?
ERK EGF block: -7%[57.5 µM]

What do the screens show for `Cc1cc(C(=O)N2CCCC(C(=O)c3cccc(C(F)(F)F)c3)C2)nc(C)n1` (configuration not stated)?
ERK EGF block: 5%

What do the screens show for `CN(C)C=NC(=O)/C(C#N)=C/c1ccccc1`?
ERK EGF block: 10%

Results for CC(=O)Nc1ccc(S(=O)(=O)NCC(=O)NCCc2ccc(S(N)(=O)=O)cc2)cc1 ?
ERK EGF block: 14%

Results for COC(=O)c1ccc(OC(=O)CCN2c3ccccc3Sc3ccccc32)cc1 ?
ERK EGF block: -5%

What do the screens show for `CC(=O)Nc1ccc(CN2CCN(CCC(C)C)C(CCO)C2)cc1` (configuration not stated)?
ERK EGF block: -9%[57.5 µM]

In the list so far, four have an NH in an aromatic ring:
How did CCOC(=O)c1ccc2[nH]c3c(c2c1)CCCC3O (configuration not stated) do in these assays?
ERK EGF block: 0%

Results for CC(C)C[C@H](NC(=O)c1[nH]cnc1C(=O)N[C@H](C)c1ccccc1)C(=O)OC(C)(C)C ?
ERK EGF block: inconclusive

What do the screens show for `Nc1n[nH]c2ccccc12`?
ERK EGF block: -6%

What do the screens show for `CC(=O)c1c(C)[nH]c(C(=O)Nc2ccccc2N2CCOCC2)c1C`?
ERK EGF block: -3%

Back to the main list, repeating the five entries before the break.
What do the screens show for `Cc1cc(C(=O)N2CCCC(C(=O)c3cccc(C(F)(F)F)c3)C2)nc(C)n1` (configuration not stated)?
ERK EGF block: 5%

What do the screens show for `CN(C)C=NC(=O)/C(C#N)=C/c1ccccc1`?
ERK EGF block: 10%

Results for CC(=O)Nc1ccc(S(=O)(=O)NCC(=O)NCCc2ccc(S(N)(=O)=O)cc2)cc1 ?
ERK EGF block: 14%

Results for COC(=O)c1ccc(OC(=O)CCN2c3ccccc3Sc3ccccc32)cc1 ?
ERK EGF block: -5%

What do the screens show for `CC(=O)Nc1ccc(CN2CCN(CCC(C)C)C(CCO)C2)cc1` (configuration not stated)?
ERK EGF block: -9%[57.5 µM]

Results for O=C(Nc1cccc(-c2csc(Nc3ccc(Cl)cc3)n2)c1)c1ccccc1 ?
ERK EGF block: 4%[57.5 µM]

How did CCCc1cc(=O)[nH]c(SCc2cc(=O)oc3c(C)c(C)ccc23)n1 do in these assays?
ERK EGF block: -3%

What do the screens show for `Cc1ccc2nc(SCC(=O)N3CCN(C(=O)c4ccco4)CC3)[nH]c2c1`?
ERK EGF block: -4%

What do the screens show for `CCOC(=O)c1c(C)[nH]c(C(=O)CN2C(=O)NC3(CCCC3)C2=O)c1C`?
ERK EGF block: 3%[57.5 µM]

How did Cc1c(Cl)c([N+](=O)[O-])nn1Cc1ccc(C(=O)NN)o1 do in these assays?
ERK EGF block: 8%[57.5 µM]

What do the screens show for `COC1=C(C)C(O)=C(C(=O)/C=C/c2ccccc2)C(=O)C1(C)C`?
ERK EGF block: -1%[57.5 µM]

Results for O=C(/C=C/c1cccc(Cl)c1)NCc1ccccc1 ?
ERK EGF block: 0%

How did COc1ccc2oc(=O)c(C(=O)Nc3cccc(C)c3)cc2c1 do in these assays?
ERK EGF block: 1%

Results for Cc1cccc(NC(=S)NCCC(c2ccccc2)c2ccccc2)c1 ?
ERK EGF block: -14%

Results for COc1cccc([C@@H]2Oc3ccc(Br)cc3C(=O)[C@H]2OC(=O)NCc2ccc3c(c2)OCO3)c1 ?
ERK EGF block: -9%

What do the screens show for `CCOC(=O)c1cnc2ccc(C(=O)OC)cc2c1NCCc1ccc(OC)c(OC)c1`?
ERK EGF block: 12%

Results for Cc1c(-n2cccc2C=O)cccc1[N+](=O)[O-] ?
ERK EGF block: 0%

How did CCOC(=O)CC1C(=O)NCCN1c1nc2c(C)cccn2c(=O)c1/C=C1\SC(=S)N(CC(C)C)C1=O (configuration not stated) do in these assays?
ERK EGF block: -3%[57.5 µM]

How did O=C(O)c1cccc(-n2nnnc2SCc2ccccc2Cl)c1 do in these assays?
ERK EGF block: 0%

How did CC(NCCC(c1ccccc1)c1ccccc1)c1ccccc1 (configuration not stated) do in these assays?
ERK EGF block: -2%[57.5 µM]

How did CO/N=C/c1cccn1-c1nccc(OC)c1C#N do in these assays?
ERK EGF block: -6%[57.5 µM]

How did O=C(O)c1cc(-c2ccco2)nc2ccccc12 do in these assays?
ERK EGF block: inconclusive

How did CS(=O)(=O)N1CCC2(CCN(c3ccccc3)CC2)CC1 do in these assays?
ERK EGF block: -2%

Results for O=C(CCCCCNC(=O)c1ccccc1)N/N=C/c1ccc(F)cc1 ?
ERK EGF block: -3%

How did CN(C)C(C)(C)C#CCC(c1ccccc1)c1ccccc1 do in these assays?
ERK EGF block: 6%

What do the screens show for `O=C(c1cc([N+](=O)[O-])cc([N+](=O)[O-])c1)N1CCCc2ccccc21`?
ERK EGF block: -8%

What do the screens show for `Cn1c(SCC(=O)Nc2nccs2)nnc1-c1ccco1`?
ERK EGF block: -1%

Results for Oc1ccc(C[C@@H]2CNC(=S)N2CCc2cc(C(F)(F)F)cc(C(F)(F)F)c2)cc1 ?
ERK EGF block: -3%[57.5 µM]

What do the screens show for `Cc1ccc(NC(=O)CC2C(=O)OCC3CCCCN32)cc1Cl` (configuration not stated)?
ERK EGF block: 3%

Results for COc1cccc(-c2nc(C=O)cs2)c1 ?
ERK EGF block: -3%

What do the screens show for `O=C(COc1cccc2c1CCN(Cc1ccccc1)C2=O)NCc1ccco1`?
ERK EGF block: 13%

What do the screens show for `CC[n+]1c(/C=C/c2c[nH]c3ccccc23)ccc2cc(C)ccc21`?
ERK EGF block: inconclusive

Results for C=CCSC1=N/C(=C\c2cc(OCC)c(OC(C)=O)c([N+](=O)[O-])c2)C(=O)S1 ?
ERK EGF block: 3%

Results for Cc1ccc(C(=O)N/C(=C\c2ccc(-c3cc(Cl)ccc3Cl)o2)C(=O)NCc2cccnc2)cc1 ?
ERK EGF block: -7%[57.5 µM]

Results for O=C(O)/C=C/c1ccc(S(=O)(=O)N2CCCCCC2)cc1 ?
ERK EGF block: 10%

What do the screens show for `Cc1nc2c(nnn2Cc2ccccc2)c(=O)[nH]1`?
ERK EGF block: 4%

Results for COc1cc(/C=C2\CCCc3c2nc2ccccc2c3C(=O)O)cc(OC)c1O ?
ERK EGF block: -2%[57.5 µM]

What do the screens show for `CC(C)(C)[C@H]1C=C(C(=O)Nc2ccccc2)O[C@@H](OCc2ccc(CO)cc2)C1`?
ERK EGF block: -17%[57.5 µM]

What do the screens show for `O=C(Cn1c(N2CCN(C/C=C/c3ccccc3)CC2)nc2ccccc21)c1ccccc1`?
ERK EGF block: 1%

What do the screens show for `Cc1ccc(NC(=O)CNCc2ccccn2)cc1S(=O)(=O)N(C)C`?
ERK EGF block: -3%

What do the screens show for `O=C(N/N=C/c1ccncc1)c1cc(Br)ccc1OCc1ccccc1`?
ERK EGF block: 7%

Results for Cc1cc(=O)[nH]c(SCC(=O)Nc2ccccc2C)n1 ?
ERK EGF block: 7%

How did O=C(CN1C(=O)c2cccc3cccc(c23)C1=O)N1CCN(c2ccccn2)CC1 do in these assays?
ERK EGF block: 2%

Results for CCOC(=O)CN1CC23C=CC(O2)C(C(=O)Nc2ccc(OC)cc2OC)C3C1=O (configuration not stated) ?
ERK EGF block: 4%

How did O=C(COC(=O)c1ccc([N+](=O)[O-])o1)NC1CCS(=O)(=O)C1 (configuration not stated) do in these assays?
ERK EGF block: -5%

What do the screens show for `Cn1ccnc1SCC(=O)Nc1ccc2c(c1)COC2=O`?
ERK EGF block: 7%

Results for COc1ccc(-n2nc(C)cc2Nc2ccccc2C(=O)O)cc1 ?
ERK EGF block: 17%[57.5 µM]

Results for Clc1ccc(-c2noc(CN(Cc3ccccn3)CC3CCCO3)n2)cc1 (configuration not stated) ?
ERK EGF block: 2%

How did COc1ccccc1NC(=S)N(Cc1ccco1)Cc1cc2cc(C)ccc2[nH]c1=O do in these assays?
ERK EGF block: -5%

What do the screens show for `O=C1CC(Sc2cccs2)C(=O)N1c1ccccc1` (configuration not stated)?
ERK EGF block: -5%[57.5 µM]

How did COc1cc(C(=O)Nc2nnc(SC)s2)c([N+](=O)[O-])cc1OC do in these assays?
ERK EGF block: -2%

What do the screens show for `COc1cc(C2C3=C(CCCC3=O)Nc3ccc4ncccc4c32)ccc1O` (configuration not stated)?
ERK EGF block: -4%

Results for COc1ccc(-c2coc3cc(OC(C)=O)cc(OC(C)=O)c3c2=O)cc1 ?
ERK EGF block: 3%

How did Fc1cccc(F)c1/C=N/NC(=S)Nc1cccnc1 do in these assays?
ERK EGF block: 0%

What do the screens show for `COc1ccc2nc(C)cc(SCC(=O)Nc3c(C)cccc3C)c2c1`?
ERK EGF block: 1%

How did COCCNC(=O)/C(C#N)=C/c1ccc2c(c1)OCO2 do in these assays?
ERK EGF block: -2%

How did Cc1ccc(C(=O)CC(SCC(=O)O)c2ccc([N+](=O)[O-])cc2)cc1 (configuration not stated) do in these assays?
ERK EGF block: 2%

How did CC1(C)CC(NC(=O)Nc2ccc([N+](=O)[O-])cc2)CC(C)(C)N1 do in these assays?
ERK EGF block: -2%

What do the screens show for `O=C(CCCN1C(=O)c2ccccc2C1=O)N1CCOCC1`?
ERK EGF block: 4%

What do the screens show for `Cc1ccc(S(=O)(=O)N2CCC(=O)N(CCOC(=O)Nc3ccc(C)c(C)c3)CC2)cc1`?
ERK EGF block: -20%

What do the screens show for `OCC1(CCc2ccccc2)CCN(Cc2cnc(N3CCCC3)s2)CC1`?
ERK EGF block: inconclusive

What do the screens show for `N/C(=N\OC(=O)CCC(=O)O)c1ncc(C(F)(F)F)cc1Cl`?
ERK EGF block: -2%

Results for Nc1ccccc1-n1cccc1 ?
ERK EGF block: -1%[57.5 µM]

Results for CCCCNC(=O)Cn1cnc([N+](=O)[O-])n1 ?
ERK EGF block: 9%

What do the screens show for `COc1cc(CNC(C)(C)C)cc(Br)c1OCc1cccs1`?
ERK EGF block: -22%

Reprinted from the part before: 4 entries, then new ones.
What do the screens show for `N/C(=N\OC(=O)CCC(=O)O)c1ncc(C(F)(F)F)cc1Cl`?
ERK EGF block: -2%

Results for Nc1ccccc1-n1cccc1 ?
ERK EGF block: -1%[57.5 µM]

Results for CCCCNC(=O)Cn1cnc([N+](=O)[O-])n1 ?
ERK EGF block: 9%

What do the screens show for `COc1cc(CNC(C)(C)C)cc(Br)c1OCc1cccs1`?
ERK EGF block: -22%

Results for Cc1nc(C(C)N(C)Cc2nc(Cc3ccccc3F)no2)c(C)s1 (configuration not stated) ?
ERK EGF block: -1%[57.5 µM]

What do the screens show for `CCN1CCN(c2cc(C)c3cc(NC(=O)c4cc(OC)cc(OC)c4)ccc3n2)CC1`?
ERK EGF block: -2%[57.5 µM]

How did Cc1ccc(CSc2nncn2-c2ccccn2)cc1 do in these assays?
ERK EGF block: -2%

Results for Cc1ccnc(-n2c(C)cc(C=O)c2C)c1 ?
ERK EGF block: 2%

What do the screens show for `O=P(OC1CCCCC1)(OC1CCCCC1)C(Nc1ccccc1)c1cccnc1` (configuration not stated)?
ERK EGF block: -5%[57.5 µM]

How did O=C(O)/C=C/c1cn(-c2ccccc2)nc1-c1ccc2c(c1)OCCO2 do in these assays?
ERK EGF block: -1%[57.5 µM]

What do the screens show for `CCOC(=O)C(=CNc1cscc1S(=O)(=O)C(C)C)C(=O)OCC`?
ERK EGF block: -3%[57.5 µM]

How did Cc1cccc(Nc2nc(NCc3ccco3)c3ccccc3n2)c1 do in these assays?
ERK EGF block: 28µM*

How did Cc1ccc(N2CC(C(=O)O)CC2=O)cc1 (configuration not stated) do in these assays?
ERK EGF block: -2%

Results for Cc1cc(C)n2nc(SCC(=O)N(C)c3c(N)n(Cc4ccccc4)c(=O)[nH]c3=O)nc2n1 ?
ERK EGF block: 2%

What do the screens show for `CC(C)(C)CC(=O)Nc1nnc(SCC(=O)Nc2ccccc2F)s1`?
ERK EGF block: -2%

What do the screens show for `COc1cc(Cc2cnc(N)nc2N)cc(OC)c1OC`?
ERK EGF block: -8%[57.5 µM]

Some of the compounds tested; the hit share may differ from the screen's.
